High-throughput results from PubChem.
rTrxR1 inhibitor – rat TrxR1 inhibition; recombinant rTrxR1, NADPH fluorescence consumption, selenite substrate; AID 588453; hit rate 1% among 390,000; Potency, µM (series often up to 114 µM), inactives show top-dose activity change, negative = inhibition, hits mostly inhibitors; O89049; further: on the % scale 0 is the no-effect control and ±100 the full control effect; nearly all actives have a fitted effect of over 65% in size
Target sequence (O89049 whole entry, looked up): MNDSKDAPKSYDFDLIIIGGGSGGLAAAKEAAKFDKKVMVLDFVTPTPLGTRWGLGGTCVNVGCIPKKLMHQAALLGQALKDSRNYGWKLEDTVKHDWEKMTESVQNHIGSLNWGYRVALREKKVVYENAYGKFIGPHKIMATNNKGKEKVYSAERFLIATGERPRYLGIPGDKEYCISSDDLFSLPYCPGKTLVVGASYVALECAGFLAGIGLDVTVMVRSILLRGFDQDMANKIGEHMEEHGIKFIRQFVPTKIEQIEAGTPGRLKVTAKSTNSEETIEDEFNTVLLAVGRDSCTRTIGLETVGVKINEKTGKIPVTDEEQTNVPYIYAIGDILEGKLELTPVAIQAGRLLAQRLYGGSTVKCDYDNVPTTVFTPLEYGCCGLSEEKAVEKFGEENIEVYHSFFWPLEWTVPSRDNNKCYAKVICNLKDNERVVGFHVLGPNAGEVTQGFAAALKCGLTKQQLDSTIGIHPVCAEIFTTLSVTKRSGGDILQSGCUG
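Rat TrxR1 (90 nM in the dispensed reagent) was pre-reduced with 400 uM NADPH for 5 min at room temperature, then incubated with compound for 15 min. After 400 uM selenite was added, NADPH fluorescence (Ex 340/Em 450 nm) was followed for 8 min.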
JMJD2A Tudor – inhibitors of human JMJD2A Tudor domain; O75164; AlphaScreen JMJD2A-Tudor / H3K4me3 peptide binding; Potency, µM (top dose mostly 114 µM), for the others: top-dose activity change, negative = inhibition, actives largely listed as inhibitors; hit rate 4.4% among 390,000; AID 504339; further: on the % scale 0 is the no-effect control and ±100 the full control effect; nearly all actives have a fitted effect of over 50% in size
ERG Ets-DNA blk – blocks human ERG Ets domain binding to DNA | Potency, µM (series often up to 76.9 µM), for the others: at the top dose FP activity, negative = inhibition, hits mostly inhibitors | fluorescence polarization, His-ERG Ets domain / labelled DNA | hit rate 0.028% among 370,000 | P11308 | AID 624246; active means well fitted inhibition curve with a large enough effect in the polarisation, with a control signal flat; inconclusive means small, poorly fitted or top-dose-only effect, or effect the other way, or a change in a side signal; inactive means no such curve, though single readings can be large or run the other way; the % refers to the polarisation;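 further: polarization taken with two DNA probes labelled with fluorescein and Texas red; % of control where 0% means no effect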
Target sequence (P11308 whole entry, looked up, the tested form may be a part): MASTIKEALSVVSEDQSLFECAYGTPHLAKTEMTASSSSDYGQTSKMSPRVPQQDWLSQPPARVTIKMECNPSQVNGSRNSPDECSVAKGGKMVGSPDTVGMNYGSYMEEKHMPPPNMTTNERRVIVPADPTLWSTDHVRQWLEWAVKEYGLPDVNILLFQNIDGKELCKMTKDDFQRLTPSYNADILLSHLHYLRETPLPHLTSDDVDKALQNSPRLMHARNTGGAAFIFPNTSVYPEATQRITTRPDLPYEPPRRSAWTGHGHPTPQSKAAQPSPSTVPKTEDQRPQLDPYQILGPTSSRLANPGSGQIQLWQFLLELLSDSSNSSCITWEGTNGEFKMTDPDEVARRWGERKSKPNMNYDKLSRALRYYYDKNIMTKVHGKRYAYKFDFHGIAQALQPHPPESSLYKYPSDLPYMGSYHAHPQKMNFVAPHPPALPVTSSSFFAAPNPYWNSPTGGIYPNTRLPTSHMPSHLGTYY
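His-tagged ERG Ets domain (1 uM in the protein solution; 300mM KCl, 50mM Tris-HCl, 1mM EDTA, 1mM DTT, pH 7.5) received compound, then a probe mix of 5 nM fluorescein-DNA and 100nM Texas-615-DNA. Fluorescence polarization was read for both dyes.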
PGK inhibitor – inhibitors of T. brucei phosphoglycerate kinase; P07378; PGK/GAPDH coupled, Kinase-Glo luminescence, 60 min; Potency, µM (top dose mostly 57.5 µM), inactives show at the highest dose activity change, negative = inhibition, usual class: inhibitors; hit rate 0.043% among 380,000; AID 602233; further: on the % scale 0 is the no-effect control and ±100 the full control effect; nearly all actives have a fitted effect of over 60% in size
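Luminescent ATP detection (Kinase-Glo Plus) follows a 60-minute room-temperature incubation, with wells lacking PGK as controls. Buffer: 100 mM TEA (pH 7.6), 5 mM MgCl2, 0.01% Tween-20. Coupling enzyme GAPDH (100 nM final) supplies unstable 1,3-BPG in-well.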
GLS inh – blocks human kidney-isoform glutaminase activity. GLS enzymatic activity, qHTS titration. AID 624170. hit rate 0.21% among 410,000. Potency, µM (series often up to 45.5 µM), for inactives: top-dose activity change, negative = inhibition, most hits filed as inhibitors; further: on the % scale 0 is the no-effect control and ±100 the full control effect
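Two-point fluorescence kinetic (t0, 30 min RT) for hKGA; glutamate detected via glutamate oxidase–HRP–Amplex Red. Substrate: 1 mM L-glutamine solution; buffer 45 mM KH2PO4, pH 8.2.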
ALOX12 inh – inhibitors of human 12S-lipoxygenase ALOX12; P18054; purified 12hLO, xylenol orange hydroperoxide absorbance; Potency, µM (doses to about 108 µM), without a hit: at the highest dose activity change, negative = inhibition, most hits filed as inhibitors; hit rate 1.1% among 580,000; AID 1671190; further: on the % scale 0 is the no-effect control and ±100 the full control effect
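Purified human 12hLO (150 nM final) in 25 mM Hepes, 0.01% Triton X-100, pH 7.0 was preincubated 15 min at room temperature with compound. Then 40 uM arachidonic acid was added, 30 min. Hydroperoxide was read by Fe-XO absorbance ratio 573/405 nm.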
Pin1 inhibitor – blocks the human prolyl isomerase Pin1; hit rate 0.009% among 390,000; Q13526; Pin1 FP peptide displacement, HiFluor488, 10 min; Potency, µM (series often up to 115 µM), for the others: at the highest dose activity, negative = inhibition, usual class: inhibitors; active means well fitted inhibition curve with a large enough effect in the polarisation, with a control signal flat, not every such curve was filed as active; inconclusive means small, poorly fitted or top-dose-only effect, or effect the other way, or a change in a side signal; inactive means no such curve, though single readings can be large or run the other way; the % refers to the polarisation; further: on the % scale 0 is the no-effect control and ±100 the full control effect
HP1b chromo inh – blocks HP1-beta chromodomain binding to methylated histone tails; AlphaScreen HP1-beta / biotin-H3K9me3 peptide binding; Potency, µM (doses to about 114 µM), for inactives: top-dose activity change, negative = inhibition, usual class: inhibitors; P83916; hit rate 0.56% among 390,000; further: nearly all actives have a fitted effect of over 70% in size; inactives centre near 23
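HP1-beta protein (50 nM final) preincubated 30 min at room temperature with biotinylated H3(1-18)K9me3 peptide (50 nM) in PBS pH 7.4, 0.01% Tween-20, then compound added for 30 min. AlphaScreen streptavidin donor/nickel chelate acceptor beads (10 ug/mL final), 30 min dark, luminescence read.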
RGS4 inh – blocks human RGS4-accelerated GTP hydrolysis. Potency, µM (titrated, usually from 114 µM), inactives show top-dose activity change, negative = inhibition, hits mostly inhibitors. hit rate 0.039% among 390,000. P49798. Transcreener GDP fluorescence polarization, RGS4-accelerated GTP hydrolysis. AID 504845; further: on the % scale 0 is the no-effect control and ±100 the full control effect; nearly all actives have a fitted effect of over 75% in size; some results filed as inactive show a strong effect at the top dose
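MLSMR compounds (23 nl, pin-transferred) preincubated 10 min at room temperature with a 500nM (2x) first reagent, then RGS4 at 900nM (2x) plus Transcreener GDP mix added; fluorescence polarization (620/688 nm) read before and after 90 min at 30 °C.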
* hit, by the source's call; i = inactive; ? = inconclusive; / = no result given; & = joins results of further samples; ! = not confirmed by another sample; [ ] = remark or other dose. Unless noted, the call rests on the fitted dose curve; in most records, active means well fitted curve in the direction sought with a large enough effect; inconclusive means small, poorly fitted or top-dose-only effect, or another doubt; inactive means no such curve, though single readings can be large; an effect the other way counts as inactive or inconclusive. Potency means the concentration at half of the fitted maximal effect. Some of the compounds tested; rates above refer to the full screens.

SMILES	rTrxR1 inhibitor	JMJD2A Tudor	ERG Ets-DNA blk	PGK inhibitor	GLS inh	ALOX12 inh	Pin1 inhibitor	HP1b chromo inh	RGS4 inh
COc1ccc2[nH]c3c(c2c1)[C@@H]1CCN2C(=O)CCC[C@H](C3)[C@H]12	0%	-22%	-13%	3%	-2%	-12%	-2%	11%	22%
COc1ccc(OCC(=O)N2CCN(c3nnc(-c4ccccc4)c4ccccc34)CC2)cc1	11%[57.1 µM]	-29%	0%	-10%	-4%	0%	3%	-5%	-22%
O=C(Nc1cccc(O)c1)c1cc(-c2ccccc2Cl)on1	3%[57.1 µM]	-16%	2%	-9%	2%	-11%	-1%	10%	19%
CCCC(C)NC(=O)c1ccc(F)cc1 (stereo unspecified)	16%	13%	-1%	6%	1%	28%	-2%	20%	17%
Cc1ccc(NC(=S)NNC(=O)c2ccc(N3CCOCC3)c([N+](=O)[O-])c2)cc1Cl	-27%	25µM*	/	-4%	18%	?	-8%	?	-30%
COc1cccc2c1cc1c(=O)n(CC(=O)N3CCN(c4cccc(C)c4C)CC3)nc(C)n12	20%&22%	-5%	-3%&-4%	-8%	0%&1%	-20%&-11%	-4%&0%	7%[57 µM]	?
Cc1ccc(C)c(N(CC(=O)Nc2cc(Cl)ccc2Oc2ccccc2)S(C)(=O)=O)c1	10%[57.1 µM]	-6%	-1%	4%	3%	-14%	?	6%	-13%
O=c1nc(-c2ccccc2)c2cc(SC(F)F)ccc2[nH]1	18%[57.1 µM]	7%[57.1 µM]	-6%	9%	3%	0%	3%	56%[activator]	-34%
Cc1nnc(NC(=O)C2c3ccccc3Oc3ccccc32)s1	-8%	-14%	-2%	-6%	2%	?	-5%	?	?
C/C(=N\NC(=S)NC(C)C)c1ccc2c(c1)OCCO2	-8%	?	12%	i	35%[activator]	?	6%	50µM*	-37%
O=C(NNS(=O)(=O)c1ccccc1[N+](=O)[O-])c1cccc([N+](=O)[O-])c1	5%	10µM*	-1%	2%	4%	14%	4%	41%	-1%
CCCCn1c(CNC(=O)c2cccs2)nc2ccccc21	11%	-4%	12%	-2%	-5%	28%	-1%	46%[activator]	-17%
COc1ccc(-c2nc(CSCC(=O)N3CCN(c4ccc(OC)cc4)CC3)c(C)o2)cc1	-4%	?	1%	-2%	4%	-8%	?	-19%	-23%
CCOC(=O)C1=C(C)N=c2s/c(=C\c3ccc(OCC(=O)O)cc3)c(=O)n2C1c1ccccc1OC (stereo unspecified)	-7%	89µM*	24%	-6%	21%	18%	46%[activator]	-19%	-39%
O=C(/C=C/c1ccc2c(c1)OCO2)NCCS(=O)(=O)N1CCN(c2ccc(F)cc2)CC1	22%	-10%	-3%	-2%	-2%	-10%	0%	40%[activator]	-6%
CCCOc1ccc(OC(=O)c2cn(-c3ccc(OC)cc3)c(=O)c3ccccc23)cc1	16%[57.1 µM]	-9%	1%	12%	7%	-9%	3%	17%[57 µM]	3%
Cc1ccc(SCC(=O)OC(C)C(=O)Nc2ccc(S(N)(=O)=O)cc2)cc1C (stereo unspecified)	-10%	-16%	8%	-8%	-2%	-23%	-11%	-3%	-11%
Cc1ccc(N(CC(=O)N2CCN(c3cc(C)ccc3C)CC2)S(=O)(=O)c2c(C)nn(C)c2C)cc1	11%	?	-1%	2%	17%	-22%	?	6%	-14%
COc1ccc(NC(=O)CCS(=O)(=O)c2cc3c(cc2C)NC(=O)CO3)cc1Cl	14%	-27%	2%	-6%	-1%	-15%	5%	61%	-23%
CC(C)(C)c1nc2c(Br)cc(Br)cc2c(=O)o1	17%[57.1 µM]	73%[activator]	0%	-2%	-5%	10%	-9%	64%[activator]	-6%
COC(=O)c1ccc2c(=O)n3c(nc2c1)SCC(c1ccccc1)=N3	23%	-14%	0%	-1%	-4%	13%	2%	20%	-42%
CCOP(=O)(OCC)c1nc(/C=C/c2ccccc2)oc1NCc1ccc(OC)cc1	229%[activator][57.1 µM]	62%[activator]	5%	-11%	-4%	?	9%	93%[activator]	-20%
CN(C)C1=NCCN1CCC1CCCCC1	17%[57.1 µM]	-13%	12%	-3%	-4%	-2%	21%	48%[activator]	-6%
O=C(Cc1ccccc1)NCC(=O)OCC(=O)c1ccc(Cl)c([N+](=O)[O-])c1	-1%[57.1 µM]	-14%	9%	-6%	-3%	-12%	-7%	4%	12%
CCC(=O)Nc1nnc(S(=O)(=O)N2CCCCCC2)s1	5%&15%	11µM*!	0%&-4%	-1%&0%	3%&3%	-1%&-1%	11%&5%	?	1%&5%
O=C(NCc1ccccc1)C1COc2ccccc2O1 (stereo unspecified)	6%[11.4 µM]	4%	-2%	-3%	-1%	129%[activator]	2%	37%	-4%
O=C(Nc1ccc(C(=O)N2CCCCC2)cc1)C1=CSCCO1	16%	0%	11%	-22%	9%	8%	-1%	18%[57 µM]	-2%
COc1ccc(NC(=O)c2nc[nH]c2C(=O)N[C@@H](CC(C)C)C(=O)OC(C)(C)C)cc1	17%	?	-4%	-6%	-3%	-6%	?	17%	-25%
COc1ccc(CC2(C)OC(c3ccncc3)=NN2C(C)=O)cc1 (stereo unspecified)	20%[57.1 µM]	-11%	20%	-3%	-2%	0%	-3%	7%	8%
CC(=O)c1ccc(N2CCN(C(=O)CCS(=O)(=O)c3ccc(C)cc3)CC2)cc1	-1%[57.1 µM]	5%	8%	i	2%	0%	8%	33%	-6%

At a glance, part of the list above.
SMILES	rTrxR1 inhibitor	JMJD2A Tudor	ERG Ets-DNA blk	PGK inhibitor	GLS inh	ALOX12 inh	Pin1 inhibitor	HP1b chromo inh	RGS4 inh
COc1ccc(NC(=O)CCS(=O)(=O)c2cc3c(cc2C)NC(=O)CO3)cc1Cl	14%	-27%	2%	-6%	-1%	-15%	5%	61%	-23%
CC(C)(C)c1nc2c(Br)cc(Br)cc2c(=O)o1	17%[57.1 µM]	73%[activator]	0%	-2%	-5%	10%	-9%	64%[activator]	-6%

(list continues)
SMILES	rTrxR1 inhibitor	JMJD2A Tudor	ERG Ets-DNA blk	PGK inhibitor	GLS inh	ALOX12 inh	Pin1 inhibitor	HP1b chromo inh	RGS4 inh
Cc1ccc(CC(=O)N2CCN(c3ccccc3F)CC2)cc1	29%	-5%	-1%	-5%	-10%	-5%	-5%	24%	6%
COC(=O)c1cnc(SCC(=O)c2ccccc2)n1C	0%[57.1 µM]	-3%	26%	-20%	-7%	-24%	-1%	14%	-20%
CC1CCN(C(=O)CN(c2ccc(Oc3ccccc3)cc2)S(C)(=O)=O)CC1	7%	10%	-2%	-1%	-1%	-11%	3%	24%	-14%
CCO[C@@H]1OC(C(=O)N2CCN(Cc3ccc4c(c3)OCO4)CC2)=C[C@H](c2ccc(C(F)(F)F)cc2)[C@H]1CCCO	0%	-35%	-7%	-8%	5%	-14%	-7%	22%	-17%
Cc1cc([N+](=O)[O-])nn1CC(=O)N/N=C/c1ccc(O)cc1O	-11%	?	-2%	-3%	27%	-19%	2%	50%[activator]	-3%
O=C(Nc1ccc2c(c1)OCCO2)c1ccco1	7%	-12%	8%	-9%	0%	2%	-2%	25%	-10%
O=C(Nc1ccccc1C(F)(F)F)c1ccsc1	19%	20%	9%	0%	-3%	0%	-8%	36%	17%
Cc1ccc(CNC(=O)c2ccc(Cn3c(=O)c4ccccc4n(CC(=O)Nc4c(C)cc(C)cc4C)c3=O)cc2)cc1	15%	-5%	2%	-8%	-4%	?	15%	25%	-20%
CCCCNC(=O)c1ccc2c(c1)NC(=O)C(CS(=O)(=O)Cc1ccc(C)cc1)N2 (stereo unspecified)	13%	-25%	0%	0%	-19%	8%	26%	-9%	-20%
CCCCn1c(N)c(N(CCOC)C(=O)COc2ccc(OCC)cc2)c(=O)[nH]c1=O	5%	-9%	9%	-8%	-6%	0%	-3%	27%	-17%
CC(C)CN1CCN=C1Nc1ccccc1	15%	-8%	-5%	-9%	3%	10%	-7%	31%	4%
CCSc1nc2sc3c(c2c(=O)n1-c1ccccc1)CCN(C(C)C)C3	0%	-34%	11%	-10%	-14%	?	?	9%	1%
O=C1CCCc2nc(N3CCN(c4ccccc4)CC3)ncc21	0%	-22%[57.1 µM]	-8%	2%	13%	-6%	-7%	?	-36%[56.9 µM]
CCOC(CNC(=O)C1CCN(S(=O)(=O)c2ccc3nc4c(c(C(=O)O)c3c2)CC(C)CC4)CC1)OCC (stereo unspecified)	-12%	-12%	0%	-11%	-5%	-22%	-15%	16%	0%
Cc1cccc(Cc2c(C)nc3nc(SCc4cccc(F)c4)nn3c2C)c1	13%[57.1 µM]	6%	6%	-1%	0%	-33%	0%	0%	1%
COc1ccc(-n2c(SCC(=O)Nc3ccccc3)nnc2-c2ccoc2C)cc1	-5%[57.1 µM]	2%[57.1 µM]	-10%	-1%	2%	0%	5%	10%	13%[11.4 µM]
CC(NC(=O)c1cc(S(=O)(=O)N2CCOCC2)ccc1F)c1ccc(-n2ccnc2)cc1 (stereo unspecified)	2%	-9%	1%	6%	6%	8%	-10%	35%	19%
Cc1ccc(Cn2c(C3CCCN3c3nc(C)cs3)nc3cc(C(=O)NCCCO)ccc32)cc1 (stereo unspecified)	-5%	-21%	-3%	-8%	2%	-40%	2%	21%	5%
Nc1cc(=O)[nH]c(SCc2cccc(Cl)c2)n1	-13%	-17%	-23%	-2%	-2%	0%	?	44%[activator]	-10%
CCOC(=O)C(Cc1ccccc1)NC(=O)CCc1nnc2ccc(N3CCCC3)nn12 (stereo unspecified)	12%	?	10%	-2%	8%	-1%	-6%	12%	-9%[11.4 µM]
